# IL-2 act: activators of IL-2; IL-2 activation reporter assay, cell-based qHTS; stimulated with anti-CD3/CD4/CD28 beads; in transgenic mouse T cells; activation, % (series mostly up to about 46 µM); 360,000 tested, 0.065% active; in the data active = activation above about 50%; inconclusive = mostly about 30% to 49%; also: 0% is about no effect
#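 Unstimulated transgenic mouse T cells, 750 per well, received compound and, after 60 minutes, anti-CD3/anti-CD4 bead plus anti-CD28 stimulation. EGFP and DsRed were quantified after 18 hours.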
# EPAC1 antag: antagonists of human EPAC1; EPAC1 GEF assay, Rap1b-BODIPY-GDP exchange fluorescence; Potency, µM (highest dose often 115 µM), for inactives: at the top dose activity change, negative = inhibition, most hits filed as inhibitors; 360,000 tested, 0.14% active; AID 720709; O95398;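 also: potency is read from the fitted curve at half-maximal effect; plate controls were vehicle for no effect and positive control for full effect; nearly all actives have a fitted effect of over 50% in size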
# WRN inhibitor: WRN helicase (human) inhibition. Q14191. WRN helicase unwinding, fluorescent forked duplex, kinetic. Potency, µM (top dose mostly 114 µM), inactives show top-dose activity change, negative = inhibition, usual class: inhibitors. 360,000 tested, 0.46% active. AID 651768; also: potency is read from the fitted curve at half-maximal effect; % is scaled to controls: 0 for no effect and ±100 for the full control effect; nearly all actives have a fitted effect of over 55% in size
# Target sequence (Q14191 whole entry, looked up): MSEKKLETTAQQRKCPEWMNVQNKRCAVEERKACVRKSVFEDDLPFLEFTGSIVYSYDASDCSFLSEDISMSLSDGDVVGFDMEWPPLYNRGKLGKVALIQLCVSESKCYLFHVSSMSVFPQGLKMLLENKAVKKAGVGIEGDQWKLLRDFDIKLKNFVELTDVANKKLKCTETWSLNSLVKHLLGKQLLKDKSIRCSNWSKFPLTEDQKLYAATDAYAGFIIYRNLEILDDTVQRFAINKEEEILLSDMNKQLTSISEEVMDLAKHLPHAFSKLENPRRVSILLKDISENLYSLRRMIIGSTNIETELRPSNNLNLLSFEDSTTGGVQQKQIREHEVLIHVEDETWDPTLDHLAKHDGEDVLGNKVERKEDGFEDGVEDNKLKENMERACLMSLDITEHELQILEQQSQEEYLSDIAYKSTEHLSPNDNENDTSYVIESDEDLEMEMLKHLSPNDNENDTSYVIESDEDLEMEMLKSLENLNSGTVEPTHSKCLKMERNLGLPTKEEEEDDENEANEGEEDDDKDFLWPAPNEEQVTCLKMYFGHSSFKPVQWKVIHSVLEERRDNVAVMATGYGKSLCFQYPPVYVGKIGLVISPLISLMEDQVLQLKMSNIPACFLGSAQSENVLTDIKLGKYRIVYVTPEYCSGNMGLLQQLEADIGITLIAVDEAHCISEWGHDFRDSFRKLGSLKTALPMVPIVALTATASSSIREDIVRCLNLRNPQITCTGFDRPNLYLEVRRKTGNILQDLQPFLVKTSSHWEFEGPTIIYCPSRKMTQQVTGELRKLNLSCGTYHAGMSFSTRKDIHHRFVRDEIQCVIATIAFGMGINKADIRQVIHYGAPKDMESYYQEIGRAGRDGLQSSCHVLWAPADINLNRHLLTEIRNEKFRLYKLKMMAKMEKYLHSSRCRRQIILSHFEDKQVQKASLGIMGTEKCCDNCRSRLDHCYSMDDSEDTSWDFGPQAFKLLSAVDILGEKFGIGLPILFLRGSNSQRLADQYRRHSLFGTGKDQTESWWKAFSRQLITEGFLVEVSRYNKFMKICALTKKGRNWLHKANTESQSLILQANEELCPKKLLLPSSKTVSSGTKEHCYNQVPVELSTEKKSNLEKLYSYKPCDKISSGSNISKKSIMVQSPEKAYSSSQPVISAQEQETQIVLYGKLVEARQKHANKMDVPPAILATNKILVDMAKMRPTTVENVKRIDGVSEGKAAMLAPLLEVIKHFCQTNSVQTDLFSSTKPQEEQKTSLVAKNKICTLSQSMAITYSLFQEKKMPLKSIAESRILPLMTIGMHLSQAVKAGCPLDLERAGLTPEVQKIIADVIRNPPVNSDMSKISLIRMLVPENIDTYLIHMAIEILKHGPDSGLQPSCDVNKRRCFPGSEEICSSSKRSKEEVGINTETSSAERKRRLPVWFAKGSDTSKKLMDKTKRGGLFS
#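 Primary qHTS, 1536-well format. 20 nM WRN + compound, 15 min RT; start with 100 nM forked fluorophore/quencher duplex, 2 mM ATP (final); kinetic read ex 525/em 598 nm.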
# PI5P4Ka inh: inhibitors of human PI5P4K alpha. max response, %. 330,000 tested, 1.2% active. P48426. PI5P4Kalpha enzyme, ADP-Glo luminescence, 60 min; active compounds read low; active = max response of -50% or lower; inconclusive = between -30% and -50%; inactive = -30% or higher; also: value at the top dose of about 77 µM; % is scaled to controls: 0 for no effect and ±100 for the full control effect
#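 Enzyme plus substrate dispensed, test compounds pinned in, then ATP (5 microM final) added. After 60 min at RT, ADP-Glo reagent 1 for 45 min and reagent 2 for 30 min preceded luminescence imaging.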
# aSyn yeast inh: rescues yeast growth from alpha-synuclein toxicity. Yeast expressing alpha-synuclein, growth rescue, BacTiter-Glo, 24 h. Potency, µM (doses to about 46.1 µM), inactives show at the highest dose growth rescue (activation), most hits filed as activators. 370,000 tested, 0.14% active; also: potency is read from the fitted curve at half-maximal effect; % of control where 0% means no effect; nearly all actives have a fitted effect of over 65% in size
#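 Rescue of yeast growth: cells expressing toxic alpha-synuclein, induced in galactose at OD600 0.02, incubated with compound 24 h at 30 C. ATP luminescence quantified growth; inhibitors of toxicity appear as activators.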
# Abeta rescue: A-beta toxicity reversal in yeast; 410,000 tested, 0.063% active; yeast expressing A-beta42, growth rescue, OD600, 48 h; response scale: 0% DMSO, 100% iron-clioquinol control; Potency, µM (titrated, usually from 46.1 µM), for the others: at the highest dose growth rescue, usual class: activators; AID 1347071; also: potency is read from the fitted curve at half-maximal effect; nearly all actives have a fitted effect of over 55% in size
#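 Yeast A-beta toxicity model in growth medium with pinned compounds, 48 h at 30 C; growth read as absorbance at 600 nm. Normalized to FeCl3/clioquinol equimolar mix (positive) and DMSO (negative).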
# PLK1 PBD inh: blocks phosphopeptide binding to human PLK1 polo-box domain; Plk1 PBD binding of FITC phosphopeptide, fluorescence polarization; Potency, µM, inactives show max response, negative = inhibition, most hits filed as inhibitors; 360,000 tested, 2.8% active; AID 720504; P53350; also: potency is read from the fitted curve at half-maximal effect; series mostly up to about 57 µM; % is scaled to controls: 0 for no effect and ±100 for the full control effect; nearly all actives have a fitted effect of over 65% in size
# FUS suppressor: rescues growth of FUS-expressing yeast; S. cerevisiae FUS-expressing, growth rescue, OD600, 24 h; 390,000 tested, 0.24% active; Potency, µM (titrated, usually from 76.6 µM), for inactives: top-dose growth rescue (activation), hits mostly activators; AID 1347120;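 also: potency is read from the fitted curve at half-maximal effect; plate controls were DMSO vehicle for no effect and reference control for full effect; nearly all actives have a fitted effect of over 55% in size; some results filed as inactive show a strong effect at the top dose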
#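 Absorbance at 600 nm, taken 24hr after compound addition, measured rescue of FUS-yeast growth at 30C. Induction used 2% galactose with seeding at OD 0.005. Controls: CP55940 from 92uM final, DMSO only.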
# EPAC1 agonist: agonists of human EPAC1; O95398; EPAC1 agonist qHTS, biochemical assay; response scale: 100% = response to 6.5 mM cAMP; Potency, µM (series often up to 154 µM), for the others: at the top dose activation, usual class: activators; 360,000 tested, 0.073% active; AID 720707; also: potency is read from the fitted curve at half-maximal effect; nearly all actives have a fitted effect of over 60% in size
#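 EPAC1 100 nM, Rap1B–BODIPY-GDP 250 nM, unlabeled GDP 50 uM; compound titration; 5 min RT; kinetic read ex480/em540 at 5-min intervals ×30 min; data normalized to 6.5 mM cAMP agonist control.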
# Active calls of the source: *; ? = inconclusive; nt = not tested or not shown; & = joins results of further samples; [ ] = dose if it differs, or a comment. Unless noted, calls follow the shape of the dose curve; as a rule, active = well fitted curve in the direction sought with a large enough effect; inconclusive = small, poorly fitted or top-dose-only effect, or another doubt; inactive = no such curve, though single readings can be large; an effect the other way counts as inactive or inconclusive. Not a hit list; 4.1% or so of the library scored in one or more.
SMILES,IL-2 act,EPAC1 antag,WRN inhibitor,PI5P4Ka inh,aSyn yeast inh,Abeta rescue,PLK1 PBD inh,FUS suppressor,EPAC1 agonist
CCOC(=O)CC(NC(=O)c1ccc(C)cc1)c1ccc(OC)cc1 (stereo not given),-2.3,-22%,-7%,0,0%,14%,-10%,-1%,2%
CCOc1ccccc1N1C(=O)CC(Sc2ncccc2C(=O)O)C1=O (stereo not given),2.0,-15%,-5%,nt,-1%,-1%,-6%,3%,7%
CCCN1CN(Cc2ccco2)c2nc3ccccc3n2C1,-2.3,-2%,-8%,-1,6%,22%,-7%,9%,11%
COc1ccc(N2C(=O)CC(N3CCC(c4nc5ccccc5[nH]4)CC3)C2=O)cc1 (stereo not given),-0.4,1%,-17%,-3,8%,-3%,-10%,22%,4%
NC(=O)c1ccccc1N/C=C/C(=O)c1ccc(F)cc1,-2.3,-4%,9%,-15,7%,-6%,-1%,-31%,-13%
O=C(C1=C[C@@H](c2ccc(C(F)(F)F)cc2)C[C@@H](OCCCCO)O1)N1CCOCC1,-2.3,-2%,2%,-2,-5%,-12%,?,9%,-5%
COc1ccc(CC(=O)OCc2nnc(-c3ccccc3)o2)cc1,-0.2,0%,-6%,1,0%,1%,3%,33%,-3%
O=C(N/N=C/c1cccc2ccccc12)c1cccs1,-3.4,-9%,-6%,-18,0%,-20%,-1%,-29%,9%
Cc1c2ccccc2nc2c(F)c(N(C)C)c(F)c(F)c12,13,25%,-5%,0,1%,-32%[inhibitor],?,26%,22%
O=C(Nc1nnc(-c2ccc(Br)cc2)o1)C1=COCCO1,-1.0,1%,3%,-4,9%,-19%,-1%,7%,-12%
COc1ccc(C(=O)NC(C)c2nnc(SCC(=O)NC3CCCC3)n2C)cc1 (stereo not given),0.2,3%,-2%,-6,1%,1%,-13%,14%,1%
CCCOc1ccc(/C=N/Nc2ccccn2)cc1OC,4.8,12%,-31%,2,3%,-16%,-2%,11%,-9%
O=C(c1ccc(-c2cc(O)c3ncccc3c2)cc1)N1CCNCC1,1.2,-7%,nt,nt,nt,-15%,nt,-23%,9%
COC(=O)c1cccc(NC(=O)c2nn(C)c(=O)c3ccccc23)c1,-2.1,-24%,-5%,nt,0%,-2%,-6%,29%,0%
CCC(Sc1nc(-c2ccccc2)cc(=O)[nH]1)C(=O)O (stereo not given),0.3,1%,0%,nt,0%,7%,-4%,13%,-2%
Cc1ccc(N(CC(=O)N2CCCCCC2)S(=O)(=O)c2ccccc2)cc1,-3.5,-20%,-2%,-5,6%,-10%,-10%,34%,4%
Cc1ccc(-n2ncc3c(SCC(N)=O)ncnc32)cc1C,0.2,-15%,-1%,8,6%,-6%,-10%,-4%,-12%
C#CCNC(=O)C1CCN(c2cc(C)nc(-c3ccccc3)n2)CC1,-0.7,5%,-1%[57.1 µM],0,-15%,-6%,-3%,4%,10%
COc1ccc(C(=O)OCc2cc(=O)n3c(C)csc3n2)cc1F,-0.4,-18%,0%,-2,7%,-8%,2%,nt,-7%
Cc1ccc(CN2CCCC2(C)C(=O)NC(C)C)cc1 (stereo not given),0.9,4%,-1%,10,?,18%,-4%,-9%,0%
C=CCNC(=S)NNC(=O)COc1ccc(Br)cc1,0.4,-4%,-18%[57.1 µM],-6,12%,21%,-13%,2%,3%
Cc1nn(-c2ccccc2)c(C)c1/C=N/n1c(-c2ccc(Cl)cc2)n[nH]c1=S,-0.1,5%,-6%,-12,-2%,6%,?,-6%,-3%
CC(C)(C)NC(=O)NC(=O)COC(=O)CNC(=O)c1cc(Cl)cc([N+](=O)[O-])c1,-0.3,9%,-4%,-1,4%,11%,3%,-28%,-4%
O=c1[nH][nH]c(C(F)(F)F)c1C=NCc1cccc(Cl)c1,-0.5,10%,-4%,7,-1%,7%,-1%,13%,1%
O=C(O)CN1C(=O)S/C(=C\c2cccnc2)C1=O,0.2,-23%,1%,0,-1%,nt,-12%,-15%,5%
COc1cc(/C=N/NC(=O)Cc2cccs2)c([N+](=O)[O-])cc1OC,-2.8,10%,-16%[57.1 µM],-5,2%,4%,-3%,2%,-1%
Cc1ccc(N2CC(C(=O)OCc3ccc([N+](=O)[O-])cc3)CC2=O)cc1 (stereo not given),0.3,6%,3%,7,12%,4%,-12%,11%,15%
COc1ccc(CNC(=O)C(=O)NCC2OCCN2C(=O)c2ccc(OC)cc2)cc1 (stereo not given),0.1,1%,-19%,-19,-4%,-1%,-1%,nt,12%
O=C(NCC(c1cccnc1)N1CCN(c2ccccc2F)CC1)OCc1ccccc1 (stereo not given),-1.1,5%,-8%,-4,10%,4%,-8%,29%,9%
Cn1nc(C(C)(C)C)cc1N1C(=O)CCC1(C)C(=O)Nc1ccc2ccccc2c1 (stereo not given),0.3,1%,-6%,8,-1%,-7%,1%,-19%,-5%
O=C(COc1c(Br)cc(Br)c2cccnc12)N1CCCCC1,-1.8,-3%,10%,-3,7%,-23%,-8%,4%,-4%
CCOC(=O)C1=C(CN2CCc3ccccc32)NC(=O)NC1c1cccc([N+](=O)[O-])c1 (stereo not given),-1.7,-18%,-1%,nt,7%,-3%,-7%,?,0%
CCn1c(C(O)c2ccccc2)nc2ccccc21 (stereo not given),-3.8,14%,1%,nt,-2%,6%,-6%,22%,1%
CCOc1ccccc1NC(=O)C1CCCCN1S(=O)(=O)c1ccccc1 (stereo not given),-0.3,-6%,-20%,4,16%,9%,-1%,16%,-4%
CCOC(=O)Cc1c[nH]c(=S)[nH]c1=O,-5.1,?,7%,0,5%,3%,-2%,4%,4%
O=C(COc1ccccc1[N+](=O)[O-])Nc1ccc2c(c1)CCC2,-0.1,0%,3%,2,2%,3%,2%,-7%,-4%
CCOC1=C2[C@@H](CN(S(=O)(=O)c3ccc(C)cc3)[C@H]2c2cccc3ccccc23)[C@H]2C(=O)NC(=O)[C@H]2C1,-0.3,-16%,-10%,-6,0%,0%,-12%,25%,-5%
CCc1ccccc1OCCCN1CCCC1,-1.1,-7%,-2%,7,2%,11%,1%,-27%,11%
CC(=O)Nc1cccc(OCCCNS(=O)(=O)c2ccc(F)cc2)c1,0.4,0%,0%,1,-16%,-6%,-3%,10%,6%
Cc1ccc(NC(=O)CN2C(=O)N/C(=C/c3cc(C)n(-c4cccc(C(=O)O)c4)c3C)C2=O)cc1,0.6,-24%,?,?,1%,0%,?,?,-1%
COc1ccc(C(=O)O)cc1F,-2.3,4%,6%[57.1 µM],-12,-7%,-8%,-3%,1%,-3%
Cc1cc(=O)[nH]c2nnc(-c3ccc(Cl)cc3)n12,-3.0,9%,6%,?,1%,-7%,-7%,5%,-4%
O=C(CC(=O)Nc1ccc(Cl)cc1)N/N=C\c1cccc(F)c1,-1.0,5%,-5%,-12,0%,0%,-5%,-17%,4%
C=CCn1c(=O)c2c(C)c(C)sc2n2c(Nc3ccccc3)nnc12,-2.8,-2%,-4%,nt,13%,1%,-7%,?,-7%
O=c1cc(/N=C/c2coc3cc(Br)ccc3c2=O)[nH]c(=S)[nH]1,-0.4,-13%,-29%,-83*,-4%,-5%,-17%,9%,-1%
CC(C)Cc1cc(CN2CCC(CO)(Cc3cccc(C(F)(F)F)c3)CC2)[nH]n1,0.6,-2%,-3%,1,8%,7%,-6%,-5%,-21%
CC(=O)Nc1cc[n+](C(C)C(=O)c2ccccc2)cc1 (stereo not given),-0.1,-12%,1%,1,1%,11%,6%,-18%,24%
Cc1c(NC(=S)NC(=O)C(c2ccccc2)c2ccccc2)cccc1C(=O)O,-2.3,6%,5%,nt,14%,14%,-11%,32%,2%

# An excerpt from above in order of their number in WRN inhibitor, descending:
SMILES	WRN inhibitor
CC(=O)Nc1cc[n+](C(C)C(=O)c2ccccc2)cc1 (stereo not given)	1%
CC(=O)Nc1cccc(OCCCNS(=O)(=O)c2ccc(F)cc2)c1	0%
O=c1cc(/N=C/c2coc3cc(Br)ccc3c2=O)[nH]c(=S)[nH]1	-29%

# The listing continues:
SMILES,IL-2 act,EPAC1 antag,WRN inhibitor,PI5P4Ka inh,aSyn yeast inh,Abeta rescue,PLK1 PBD inh,FUS suppressor,EPAC1 agonist
N#Cc1ccccc1S(=O)(=O)N1CCC(C(=O)Nc2cccc(C(=O)NC3CC3)c2)CC1,-2.9,-22%,-14%,6,1%,5%,2%,15%,0%
O=[N+]([O-])c1ccc(N2CCN(Cc3ccccc3)CC2)c(S(=O)(=O)N2CCOCC2)c1,-2.1,4%,-7%,-7,1%,-2%,-10%,12%,15%
COc1ccc(COc2cc(-c3cccc(OC)c3)nc3ccc(NC(=O)c4ccc(N(C)C)cc4)cc23)cc1,-0.5,-4%,-12%,0,-3%,-11%,-20%,?,-10%
CC(=O)C1=C(O)C(=O)N(CCCCCC(=O)O)C1c1ccc(N(C)C)cc1 (stereo not given),-0.2,-10%,-4%,1,-1%,22%,-3%,?,8%
O=C(c1ccccc1)N1CCN(S(=O)(=O)c2ccccc2)CC1,0.0,14%,-8%,2,0%&2%,11%,0%,-5%,-3%
O=C(COc1ccccc1)Nc1ccc(CSc2ccccc2)cc1,1.1,-1%,3%,0,2%,9%,-1%,21%,-7%
COc1ccc(-c2noc(CCC(=O)N3CCN(c4ccccc4C)CC3)n2)cc1,0.2,-15%,-8%,9,1%,10%,-12%,33%,-5%
CC(=O)N1c2ccc(S(=O)(=O)N(C)c3cc(C)ccc3C)cc2CC1C (stereo not given),0.5,-10%,-5%,-6,13%,4%,-17%,6%,9%
C[C@@H]1CN([C@H](C)CO)C(=O)CCCn2nncc2CO[C@@H]1CN(C)C(=O)Nc1ccnc(N2CCOCC2)c1,-3.1,-5%,-3%,9,3%,4%,0%,-3%,-5%
C/C(=C\c1ccccc1)CN1CCN(C)CC1,-2.2,-15%,-1%,1,-6%,4%,-9%,-27%,11%
